# High-throughput results deposited in PubChem BioAssay by several laboratories.
# HTR5A inv ag: HTR5A inverse agonists in luminescence cell assay, primary screen, counter-screen for OPRM1-OPRD1 heterodimer inverse agonist project, full-deck HTS. inhibition, % at 9.3 µM. AID 504634, 2011. hit rate 0.083% among 340,000. HTR5A cell line, inverse agonism. 5-hydroxytryptamine receptor 5A (Homo sapiens), P47898; in the data active = inhibition mostly above about 23%, no sharp cut-off; inactive = mostly below about 18%;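 note: 0% = cells with DMSO and 100% = no-cell wells with DMSO; some compounds called inactive have numbers as strong as hits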
# Target sequence (P47898 whole entry, looked up): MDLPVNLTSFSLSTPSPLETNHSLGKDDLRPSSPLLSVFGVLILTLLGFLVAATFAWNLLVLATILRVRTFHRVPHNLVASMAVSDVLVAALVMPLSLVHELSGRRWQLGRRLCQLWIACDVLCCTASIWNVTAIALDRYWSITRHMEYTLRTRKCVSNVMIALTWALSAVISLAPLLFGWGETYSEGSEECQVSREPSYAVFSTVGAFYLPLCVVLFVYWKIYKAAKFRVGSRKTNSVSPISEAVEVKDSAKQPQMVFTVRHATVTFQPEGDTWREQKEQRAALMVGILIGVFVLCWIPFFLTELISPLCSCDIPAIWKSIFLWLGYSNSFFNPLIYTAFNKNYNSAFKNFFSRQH
# V-ATPase pHluor: regulators of yeast V-ATPase proton pumping, primary screen, pHLuorin cytosolic pH fluorescence; hit rate 0.37% among 350,000; response, % at 10 µM; S. cerevisiae; AID 504577, 2011; in the data active = response mostly above about 7.3%, no sharp cut-off; inactive = mostly below about 5.4%; note: actives read high; inactives centre near 0; some compounds called inactive have numbers as strong as hits; reference of the scale not given here
# PvdQ acylase: P. aeruginosa PvdQ acylase inhibitors, primary screen, biochemical, fluorescence, plate reader and imaging, single point; PvdQ acylase [Pseudomonas aeruginosa LESB58]; purified PvdQ acylase; inhibition, % at 10 µM; hit rate 0.063% among 340,000; AID 488965, 2010; in the data active = inhibition above about 30%, passing the limit was not always enough;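 note: 0% = vehicle neutral wells and 100% = reference inhibitor wells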
# Wnt act: Wnt/beta-catenin pathway activators, primary screen, cell-based, plate reader, single point; Wnt/beta-catenin reporter cell assay, activator; activation, % at 9.35 µM; hit rate 1.2% among 300,000; AID 743398, 2014; in the data active = activation above about 30%, passing the limit was not always enough;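 note: 0% = neutral control wells and 100% = positive control wells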
# dFosB act: activators of delta FosB homodimer, primary screen, biochemical, fluorescence polarization, TAMRA-CDK5 oligo, single point; Protein FosB (Mus musculus), P13346; purified delta FosB; percent of positive-control signal above neutral wells; activation, % at 25 µM; hit rate 0.99% among 340,000;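 active = mean activation above about 17%, with every replicate also reaching it, limit read from the data, passing the limit was not always enough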;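 note: fluorescence polarization rise as delta FosB binds a TAMRA Cdk5 AP-1 oligo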
# NSD2 inh: NSD2 histone methyltransferase inhibitors, primary screen, biochemical, AlphaScreen, single concentration, set 2; AID 743445, 2014; inhibition, % at 12.5 µM; hit rate 0.54% among 310,000; Histone-lysine N-methyltransferase NSD2 (Homo sapiens), O96028; NSD2 peptide methylation, 120 min; in the data active = inhibition above about 50%
# CDK5 inh: inhibitors of human CDK5/p35 kinase, primary screen, biochemical, single concentration. Cyclin-dependent kinase 5 (Homo sapiens) + Cyclin-dependent kinase 5 activator 1 (Homo …. Recombinant CDK5/p35, ADP-Glo luminescence, 60 min. inhibition, % at 10 µM. hit rate 0.01% among 330,000. AID 488839, 2010;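 active = highest replicate inhibition of at least 50% and at least 75% of replicates reaching 50%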;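 note: plate controls were DMSO neutral control for no effect and GW8510 at 10 µM for full effect; many of its hits are not listed in these tables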
# SR-BI DiI inh: inhibitors of SR-BI mediated HDL lipid uptake, primary screen, ldlA[mSR-BI] cells, fluorescence, single point. ldlA[mSR-BI] CHO cells, DiI-HDL uptake fluorescence, 3 h. hit rate 0.96% among 320,000. inhibition, % at 12.5 µM. Scavenger receptor class B member 1 (Mus musculus), Q61009;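 active = mean replicate inhibition of at least 70% and a set share of replicates each scoring 70 or more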;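 note: 0% = median of neutral control wells and 100% = median of positive control wells; values of inactives mirror those of a sister screen read the other way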
# Target sequence (Q61009 whole entry, looked up): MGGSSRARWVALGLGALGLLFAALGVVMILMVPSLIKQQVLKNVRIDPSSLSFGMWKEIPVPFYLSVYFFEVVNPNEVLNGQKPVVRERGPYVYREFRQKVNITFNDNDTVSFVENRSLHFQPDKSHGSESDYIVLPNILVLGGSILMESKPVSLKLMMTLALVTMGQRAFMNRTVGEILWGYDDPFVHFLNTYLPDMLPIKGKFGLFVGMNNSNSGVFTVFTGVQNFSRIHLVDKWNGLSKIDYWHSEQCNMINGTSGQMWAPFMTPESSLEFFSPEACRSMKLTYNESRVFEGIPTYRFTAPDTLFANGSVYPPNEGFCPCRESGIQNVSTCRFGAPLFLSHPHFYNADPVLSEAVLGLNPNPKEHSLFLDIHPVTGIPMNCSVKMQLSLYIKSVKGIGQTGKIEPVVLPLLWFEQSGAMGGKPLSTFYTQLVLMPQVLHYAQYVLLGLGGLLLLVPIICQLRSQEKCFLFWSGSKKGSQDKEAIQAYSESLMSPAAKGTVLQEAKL
# HTR5A ag ctr: HTR5A agonists in luminescence cell assay, primary screen, counter-screen for OPRM1-OPRD1 heterodimer agonist project, full-deck HTS. hit rate 0.61% among 340,000. cell-based. activation, % at 9.3 µM. 5-hydroxytryptamine receptor 5A (Homo sapiens), P47898; in the data active = activation mostly above about 9.5%, no sharp cut-off; inactive = mostly below about 7.6%;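 note: 0% = cells with vehicle only and 100% = reference agonist; strong numbers were not always called active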
# MITF act: activators of MITF-driven TRPM1 promoter reporter, primary screen, cell-based, SK-MEL-5, luciferase, single point | SK-MEL-5 TRPM1-promoter luciferase, 24 h; % of positive control, neutral wells = 0 | activation, % at 12.5 µM | hit rate 0.75% among 300,000 | AID 588334, 2011;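 active = mean activation of at least 80% with every replicate also reaching 80%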;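 note: 0% = neutral control wells and 100% = parthenolide positive control wells; values of inactives mirror those of a sister screen read the other way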
# An asterisk follows results filed as active; nt = not tested or not shown.
# Labels used below: A = HTR5A inv ag; B = V-ATPase pHluor; C = PvdQ acylase; D = Wnt act; E = dFosB act; F = NSD2 inh; G = CDK5 inh; H = SR-BI DiI inh; I = HTR5A ag ctr; J = MITF act
SMILES: O=C(COC(=O)c1ccccc1)Nc1ncc([N+](=O)[O-])s1
  A = 6	B = 1	C = 1	D = 6	E = -11	F = 83*	G = -0.2	H = 15	I = -2	J = 24

SMILES: COCCn1c(C)cc(C(=O)CSc2ncn[nH]2)c1C
  A = -11	B = -3	C = -1	D = nt	E = -3	F = 5	G = 0.5	H = -20	I = 4	J = 22

SMILES: N#Cc1ccsc1NC(=O)CSc1ncn[nH]1
  A = -39	B = -4	C = -24	D = nt	E = -8	F = -2	G = -0.2	H = -10	I = 3	J = 11

SMILES: COc1c(C)cc(Br)cc1C(=O)Nc1ccc(C)cc1[N+](=O)[O-]
  A = -3	B = 2	C = -6	D = nt	E = -7	F = -2	G = 0.1	H = 25	I = 1	J = 3

SMILES: CCCn1nc(C(=O)NNC(=O)c2cccc(S(=O)(=O)NC(C)C)c2)c2ccccc2c1=O
  A = -15	B = 2	C = -11	D = 0	E = -3	F = 0	G = -2.2	H = 11	I = 4	J = -1

SMILES: O=C(O)/C=C/C(=O)Nc1ccc(OC(F)(F)F)cc1Br
  A = 6	B = 3	C = -11	D = -1	E = -1	F = -3	G = -0.3	H = -9	I = 3	J = nt

SMILES: O=C(Nc1ccccc1N1CCOCC1)C1=NN(c2ccccc2)C(=O)CC1
  A = -9	B = 1	C = -13	D = -5	E = -1	F = 2	G = -1.2	H = 14	I = 3	J = -3

SMILES: C[C@@H]1C=C(C(=O)NC2CC2)O[C@H](OCc2ccc(CO)cc2)C1
  A = 8	B = -3	C = -9	D = 4	E = 5	F = nt	G = 0.1	H = -21	I = 1	J = 6

SMILES: CC1=C(C(=O)OC2CCCCC2)C(c2ccc(C)o2)C2=C(CCCC2=O)N1 (stereo not drawn)
  A = 3	B = 1	C = 9	D = nt	E = 7	F = 1	G = -1.5	H = 40	I = -1	J = -7

SMILES: CCc1ccc(CNC(=O)c2ccc(OC3CCN(C(C)=O)CC3)c(OC)c2)nc1
  A = -8	B = -3	C = 1	D = 3	E = -4	F = 1	G = 0.6	H = -41	I = 4	J = -8

SMILES: COc1ccc(N(Cc2cc3cccc(C)c3[nH]c2=O)S(=O)(=O)c2ccc(Cl)cc2)cc1
  A = -4	B = 0	C = 4	D = -3	E = -10	F = 1	G = -0.9	H = 34	I = 1	J = -18

SMILES: O=C(NN=C1CCCC1)c1cc(-c2ccc(F)cc2)nc2ccccc12
  A = -2	B = 0	C = 12	D = 0	E = -10	F = 1	G = 3.0	H = 39	I = 0	J = 0

SMILES: CC1Cc2ccccc2N1S(=O)(=O)c1cccc(C(=O)c2nccn2C)c1 (stereo not drawn)
  A = -14	B = 0	C = -22	D = -5	E = -7	F = 0	G = 0.9	H = -8	I = 6	J = 1

SMILES: CCCCOC(=O)/C(=C\c1ccc([N+](=O)[O-])o1)NC(=O)c1ccccc1
  A = -17	B = 0	C = -14	D = -4	E = 0	F = 0	G = -0.4	H = 3	I = 5	J = -31

SMILES: O=C(Nc1ccc(N2CCOCC2)cc1)c1cccc(S(=O)(=O)N2CCCCCC2)c1
  A = -49	B = 0	C = -5	D = -2	E = -10	F = -4	G = -2.3	H = 39	I = -1	J = -10

SMILES: CCOC(=O)[C@H]1[C@H]2COc3ccc(Br)cc3[C@@H]2N2C(=O)CN(Cc3ccc(C)cc3)C(=O)[C@@]12C
  A = 0	B = 3	C = 3	D = -4	E = -1	F = nt	G = -1.5	H = -4	I = 4	J = -7

SMILES: COc1cccc(/C=C/C(=O)NCc2cn3cc(Cl)ccc3n2)c1OC
  A = -1	B = 1	C = -5	D = -1	E = -8	F = 1	G = -0.2	H = -16	I = 0	J = -11

SMILES: COc1ccc(CNC(=O)c2noc(C(C)C)c2[N+](=O)[O-])cc1
  A = 19	B = 2	C = 0	D = 5	E = 0	F = -2	G = 0.1	H = -24	I = -7	J = -3

SMILES: CC1Cc2ccccc2N1C(=O)CN1CCC(n2nnc3cc(C(F)(F)F)ccc32)CC1 (stereo not drawn)
  A = -16	B = 0	C = -7	D = nt	E = -8	F = 0	G = 0.8	H = 51	I = 7	J = -12

SMILES: O=C(NC1CCN(Cc2ccccc2)CC1)c1cccc(NS(=O)(=O)c2ccc(Br)cc2)c1
  A = -12	B = 4	C = -12	D = 0	E = 1	F = 3	G = 0.4	H = -16	I = 5	J = 2

SMILES: Cc1nn(Cc2ccccc2)c(Cl)c1/C=N/NC(=O)CNc1cccc(C(F)(F)F)c1
  A = -32	B = 1	C = -7	D = nt	E = -9	F = -2	G = -1.7	H = 19	I = 7	J = 2

SMILES: CC(C)NCCCOc1ccc(C(C)(C)c2ccccc2)cc1
  A = 12	B = 3	C = 0	D = -4	E = 1	F = 0	G = -0.6	H = -8	I = -1	J = -6

SMILES: O=c1ccc2cc3ccoc3cc2o1
  A = -8	B = -9	C = 1	D = -1	E = -2	F = nt	G = 0.5	H = 1	I = -3	J = nt

SMILES: COc1ccc(N2CCN(C(CNC(=O)CC(C)(C)C)c3ccc4c(c3)OCO4)CC2)cc1 (stereo not drawn)
  A = 5	B = 2	C = -13	D = -1	E = -6	F = 9	G = -0.3	H = -9	I = -2	J = -10

SMILES: COc1ccccc1NC(=O)O/N=C(\N)c1ccccc1
  A = 16	B = 5	C = -13	D = 2	E = -9	F = 2	G = -0.7	H = -5	I = 2	J = -3

SMILES: CCCCS(=O)(=O)C1CCS(=O)(=O)C1 (stereo not drawn)
  A = -5	B = -5	C = -12	D = -3	E = -1	F = -2	G = -0.6	H = -22	I = 2	J = -13

SMILES: Cc1ccccc1NC(=O)Nc1cc(-c2ccccc2)nn1C
  A = 10	B = 0	C = 2	D = 10	E = -6	F = -1	G = 3.9	H = 0	I = -1	J = nt

SMILES: N#CCCn1nc(-c2ccc([N+](=O)[O-])cc2)cc1Nc1ccccc1NC(=O)C(F)(F)F
  A = 6	B = 2	C = 16	D = nt	E = -3	F = -1	G = -0.1	H = 22	I = 4	J = -10

SMILES: O=C(CN(c1cccc(Cl)c1)S(=O)(=O)c1ccccc1)NN=C1CCCC1
  A = -2	B = -4	C = 0	D = 1	E = -16	F = -1	G = -0.5	H = -8	I = 1	J = 5

SMILES: CCOc1cc(C(=O)OCC(=O)Nc2cccc(S(=O)(=O)NC3=NCCCCC3)c2)cc(OCC)c1OCC
  A = -14	B = -1	C = 29	D = -1	E = 0	F = 1	G = 0.6	H = 15	I = 6	J = -11

SMILES: CN(CC(=O)Nc1cccc(F)c1)C(=O)c1ccc(OCC2CCCO2)cc1 (stereo not drawn)
  A = -11	B = 4	C = -16	D = -2	E = -6	F = -1	G = 3.0	H = 1	I = -2	J = 4

SMILES: COc1cc2c(cc1NC(=O)CSCC(=O)O)oc1ccccc12
  A = -10	B = 1	C = -2	D = nt	E = 0	F = -2	G = -7.2	H = 1	I = -3	J = -23

SMILES: Cc1cc(C)c2cc(C(=O)N3CCC(Cc4ccccc4)CC3)[nH]c2c1
  A = -16	B = 7	C = -10	D = -1	E = -7	F = 1	G = 0.8	H = -24	I = 6	J = -19

SMILES: CCN(CC)C(=O)[C@H]1C[C@H](CC(=O)NCC23CC4CC(CC(C4)C2)C3)C(=O)N2CCc3c([nH]c4ccc(Cl)cc34)[C@]12C
  A = -12	B = 2	C = -3	D = -4	E = -5	F = nt	G = 0.5	H = 6	I = 3	J = -11

SMILES: CCC(=O)N(Cc1cc(=O)[nH]c2ccccc12)C1CCCCC1
  A = -6	B = 3	C = -7	D = nt	E = -8	F = 5	G = -1.0	H = 18	I = 0	J = nt

SMILES: Cn1c(=O)c(C(=O)NNC(=O)c2ccccc2Cl)c(O)c2ccccc21
  A = 1	B = nt	C = -5	D = 12	E = -23	F = 2	G = -3.6	H = 16	I = 0	J = -14

SMILES: CC(C)(C)C(=O)N1CCN(c2nc3ccc(Cl)cc3s2)CC1
  A = -22	B = -3	C = -16	D = 16	E = -7	F = 0	G = 0.4	H = 12	I = 6	J = 43

SMILES: CCCC1(C(=O)OC)NC(c2ccco2)C2C(=O)N(C)C(=O)C21 (stereo not drawn)
  A = 5	B = -3	C = -11	D = 0	E = -3	F = 1	G = -1.3	H = -9	I = -2	J = 3

SMILES: CCN(C(=O)c1cccc(S(=O)(=O)N2CCc3ccccc32)c1)C1CCS(=O)(=O)C1 (stereo not drawn)
  A = 3	B = -1	C = 17	D = 0	E = -11	F = -2	G = -0.1	H = -3	I = -1	J = 5

SMILES: CC1CCc2sc(C(=O)N3CCC(C(N)=O)CC3)cc2C1 (stereo not drawn)
  A = 12	B = 3	C = -12	D = 36*	E = -7	F = 1	G = 2.3	H = 0	I = -5	J = nt

SMILES: COc1cc(OC)cc(OCC(O)Cn2ccnc2C)c1 (stereo not drawn)
  A = -1	B = -1	C = -13	D = 0	E = -3	F = 0	G = 1.7	H = -13	I = 5	J = -5

SMILES: CCOc1ccc(CNc2nc3ccccc3n2CCN2CCOCC2)cc1
  A = nt	B = -5	C = 6	D = nt	E = -8	F = -1	G = -0.9	H = -7	I = nt	J = 13

SMILES: CCOc1ccc(C(=O)NCC(=O)Nc2cc(C)ccn2)cc1OCC
  A = -34	B = 3	C = -10	D = -8	E = -2	F = 40	G = 0.4	H = -3	I = -2	J = 1

SMILES: CCOc1ccc(N2C(=O)CC(SC(=NC)Nc3cccc(F)c3)C2=O)cc1 (stereo not drawn)
  A = -6	B = 2	C = -12	D = nt	E = 5	F = 0	G = -1.0	H = 14	I = 3	J = 1

SMILES: COc1ccc(CCNC(=O)COC(=O)c2sc(C)nc2C)cc1
  A = 0	B = -1	C = -8	D = -2	E = -6	F = -3	G = 2.8	H = 5	I = 0	J = nt

SMILES: Cc1ccc(/C(N)=N/OC(=O)c2ccc(C)cc2Cl)cc1
  A = -11	B = 4	C = 8	D = -1	E = 5	F = -6	G = -0.2	H = 10	I = 6	J = -14

# Part of the list above, with two lines to a compound:
# Below each SMILES – HTR5A inv ag, V-ATPase pHluor, PvdQ acylase, Wnt act, dFosB act, NSD2 inh, CDK5 inh, SR-BI DiI inh, HTR5A ag ctr, MITF act
COc1cc2c(cc1NC(=O)CSCC(=O)O)oc1ccccc12
→ -10, 1, -2, nt, 0, -2, -7.2, 1, -3, -23
Cc1cc(C)c2cc(C(=O)N3CCC(Cc4ccccc4)CC3)[nH]c2c1
→ -16, 7, -10, -1, -7, 1, 0.8, -24, 6, -19
CCN(CC)C(=O)[C@H]1C[C@H](CC(=O)NCC23CC4CC(CC(C4)C2)C3)C(=O)N2CCc3c([nH]c4ccc(Cl)cc34)[C@]12C
→ -12, 2, -3, -4, -5, nt, 0.5, 6, 3, -11
CCC(=O)N(Cc1cc(=O)[nH]c2ccccc12)C1CCCCC1
→ -6, 3, -7, nt, -8, 5, -1.0, 18, 0, nt
